esBAF inh – inhibitors of esBAF chromatin remodeling in mouse ES cells; reporter increase, % at 12.5 µM; Bmi1-luciferase knock-in reporter, 24 h; 100% = twice the neutral-well signal; 350,000 tested, 2% active; in the data active = activation above about 40%; inconclusive = no clear call, values can overlap the other calls;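 note: 0% = median of the plate's neutral control wells and 100% = double that signal; a rise in the Bmi1 reporter signal indicates esBAF inhibition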
RAD52 anneal inh – RAD52 (human) annealing inhibition. inhibition, % at 18.7 µM. P43351. AID 651710. 360,000 tested, 0.46% active. recombinant RAD52 DNA annealing, FRET fluorescence;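 active = every replicate showing at least 50% inhibition; inconclusive = mean inhibition at least 50% but not in every replicate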
ERp5 block – inhibitors of human ERp5 | Q15084 | ERp5 insulin aggregation, absorbance 650 nm, 90 min | inhibition, % at 9.99 µM | 350,000 tested, 0.05% active | AID 651711;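 active = mean replicate inhibition above about 25%, with every replicate also reaching it, limit read from the data, passing the limit was not always enough; inconclusive = only one of those two criteria met; inactive = neither criterion met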
RAD54 inh – blocks human RAD54 Holliday junction branch migration; FAM/BHQ fluorescence; inhibition, % at 10.4 µM; 360,000 tested, 0.14% active;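 active = mean normalized replicate activity at least 40 and at least half of replicates scoring 40 or more; inconclusive = only one of the two criteria met; inactive = mean below 40 and under half of replicates reaching 40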;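 note: 0% = median of neutral control wells and 100% = median of positive control wells; inhibitors cause a drop in the FAM fluorescence signal; in these data hits start at about 50%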
Target sequence (Q92698 whole entry, looked up): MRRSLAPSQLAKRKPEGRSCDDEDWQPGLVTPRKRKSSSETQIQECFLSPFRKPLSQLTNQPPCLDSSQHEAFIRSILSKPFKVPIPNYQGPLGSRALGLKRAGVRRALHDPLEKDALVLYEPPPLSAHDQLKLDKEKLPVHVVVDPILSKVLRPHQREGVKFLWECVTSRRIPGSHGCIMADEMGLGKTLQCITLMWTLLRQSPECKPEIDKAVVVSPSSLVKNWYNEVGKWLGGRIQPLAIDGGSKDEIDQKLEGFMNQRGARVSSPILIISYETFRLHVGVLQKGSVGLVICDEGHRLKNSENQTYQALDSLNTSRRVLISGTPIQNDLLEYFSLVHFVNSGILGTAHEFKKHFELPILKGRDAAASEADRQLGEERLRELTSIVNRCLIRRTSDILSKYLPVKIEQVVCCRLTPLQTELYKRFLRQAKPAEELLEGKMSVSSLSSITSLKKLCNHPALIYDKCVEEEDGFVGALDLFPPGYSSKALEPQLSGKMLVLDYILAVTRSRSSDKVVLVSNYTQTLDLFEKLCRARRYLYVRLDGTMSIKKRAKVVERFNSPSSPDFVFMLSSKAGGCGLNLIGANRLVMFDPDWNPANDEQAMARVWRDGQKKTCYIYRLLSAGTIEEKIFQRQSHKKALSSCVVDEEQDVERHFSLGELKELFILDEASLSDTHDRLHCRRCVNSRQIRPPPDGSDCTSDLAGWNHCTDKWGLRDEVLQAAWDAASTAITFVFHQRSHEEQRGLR
Xi reactivation – reactivates the inactive X chromosome in mouse fibroblasts. 360,000 tested, 0.055% active. XiGFP mouse fibroblasts, % GFP-positive cells imaging, 3 d; cells co-treated with 5-aza-dC sensitizer; scaled so ellipticine positive control = 100%. activation, % at 7.58 µM;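 active = mean normalized replicate activation at least 10% and every replicate at or above 10%; inconclusive = only one of the two criteria met; inactive = mean below 10% and not all replicates reach 10%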;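 note: 0% = median of on-plate neutral control wells and 100% = ellipticine 6 µM median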
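Schedule: 3 d treatment, 15 min room-temperature fixation; system: 68-5-11 XiGFP fibroblast line; buffer or medium: DMEM plus 5-aza-dC sensitizer; control set: ellipticine 6 µM positive control; compound: one concentration, pinned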
E-selectin induc – induces E-selectin expression in human endothelial cells | HUVEC E-selectin immunofluorescence imaging; normalized: neutral wells 0, TNF-alpha wells 100 | activation, % at 7.58 µM | 260,000 tested, 0.37% active | AID 686992;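 active = mean E-selectin-positive cell signal at least 10% of the positive control, reached in at least 60% of replicates, without over 20% cell loss; inconclusive = no rule given, readout overlaps actives, possibly toxicity-flagged; inactive = the rest, including those meeting only one limit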;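 note: in these data hits start at about 27%; measured in HUVEC primary endothelial cells; signal is the percent of cells scored E-selectin positive by PE staining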
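Read-out: % PE-positive cells | Test system: HUVEC | Doses: One compound dose added by pin transfer | Buffer or medium: EGM-2 over gelatin coat | Signal: Immunofluorescence imaging | Benchmarks: TNF-alpha, DMSO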
S100A4 inh HTS – S100A4-myosin IIA interaction inhibition | 360,000 tested, 0.14% active | P26447 | S100A4/TAMRA-MyoIIA peptide fluorescence polarization | inhibition, % at 10.7 µM;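 active = mean inhibition of at least 70% across replicates, with every replicate also reaching that level; inconclusive = mean inhibition reaches 70% but some replicates fall short; inactive = mean inhibition below 70%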
Target sequence (P26447 whole entry, looked up): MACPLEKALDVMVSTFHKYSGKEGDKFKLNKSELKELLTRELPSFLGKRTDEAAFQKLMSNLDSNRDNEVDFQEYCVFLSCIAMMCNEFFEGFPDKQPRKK
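Compound dosing: one dose per compound; test system: human S100A4 monomer with TAMRA-labelled myosin IIA peptide; probe or stimulus: TAMRA-labelled myosin IIA heavy-chain peptide probe, 5 nM; medium: HEPES buffer with Ca2+, pH 7.2; schedule: 5 min incubation before reading; benchmarks: neutral control DMSO, positive control TFP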
ERAP1 inh – blocks human ERAP1 aminopeptidase activity; recombinant ERAP1, Leu-AMC fluorescence, 60 min; inhibition, % at 10.7 µM; Q9NZ08; 340,000 tested, 0.15% active;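 active = mean replicate inhibition of at least 30%, or all replicates individually reaching that 30% level; inactive = mean below 30% and not every replicate reaching it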;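 note: 0% = neutral control wells and 100% = L-leucinethiol positive control wells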
* = called active by the depositor; ? = inconclusive; . = not tested or not shown; & = joins results of further samples.

SMILES	esBAF inh	RAD52 anneal inh	ERp5 block	RAD54 inh	Xi reactivation	E-selectin induc	S100A4 inh HTS	ERAP1 inh
CC1(c2cccc(Br)c2)NC(=O)N(CC(=O)c2ccc3c(c2)OCO3)C1=O (centres undefined)	-3	-10	-1	0	0.1	0.3	-4	-2
Cc1cc2cc(CN(CC3CCCO3)C(=S)NCc3ccco3)c(=O)[nH]c2cc1C (centres undefined)	.	-91	-3	.	-0.1	.	-10	-2
CCC(C(=O)NC(C)(C)C)n1c(-c2cccc(NC(C)=O)c2)nc2ccccc21 (centres undefined)	.	-10	0	.	-0.2	-0.3	1	0
COc1ccc(N2CCN(C(=O)c3cc(C)oc3C)CC2)cc1	8	-17	5	-2	0.0	-0.4	1	2
COc1ccc([N+](=O)[O-])cc1N(CC(=O)O)S(C)(=O)=O	-1	-13	6	2	0.0	0.7	-3	-3
COc1cccc2cc(C(=O)OCC(=O)NCc3ccc4c(c3)OCO4)c(=O)oc12	.	0	7	.	-0.1	2.5	-18	0
CCc1ccccc1N1C(=O)C2C3C=CC(CC3)C2C1=O (centres undefined)	-2	-10	2	-4	0.0	0.0	-2	1
CCN(CC)CCNC(=O)C(=O)NCC1OCCN1S(=O)(=O)c1cccs1 (centres undefined)	-3	54*	-6	-7	0.0	-0.1	-7	-5
Cc1ccc(C(=O)CNc2cccc(Cl)c2)cc1	?	.	.	-2	0.0	0.3	.	.
C[C@@H]1CN([C@@H](C)CO)C(=O)c2cc(C3=CCCC3)cnc2O[C@@H]1CN(C)C(=O)c1ccncc1	-1	-3	-3	5	-0.4	0.0	-19	1
C/C(=C/C(=O)N1CCc2ccccc21)C(=O)O	.	-7	-2	.	0.3	0.3	0	-1
COc1ccc(-n2cc(CN3CCC(OC)CC3)c(-c3cccc(F)c3)n2)cc1	-6	-10	4	-1	0.0	9.2	-2	-3
N#CCCN(C(=O)COC(=O)CNC(=O)C12CC3CC(CC(C3)C1)C2)c1ccccc1	-3	1	4	-1	0.2	0.5	-16	2
CCOc1ccc(N2C(=O)CC(Cc3cc(C)cc(C)c3)C2=O)cc1 (centres undefined)	4	-6	3	-10	0.0	0.1	1	-1
Fc1cccc(NC(=S)NCc2ccccc2Cl)c1	6	-6	2	14	0.0	.	2	-3
COc1cccc(S(=O)(=O)Nc2ccc3c(c2)[C@H]2C[C@H](CC(=O)NCc4ccc(Cl)cc4)O[C@@H](CO)[C@H]2O3)c1	11	-7	-5	3	0.2	0.0	10	3
CCOC(=O)c1c(S(=O)(=O)N(C)C2CCCCC2)c(C)n(C)c1C	-3	1	2	-6	0.0	.	0	2
CCOc1ccc(NC(=O)COc2ccc(C(=O)N3CCC(C(N)=O)CC3)cc2OC)cc1	.	-10	-4	2	-0.1	1.1	-5	-5
Cc1cc(C)cc(N(CCC#N)C(=O)CN2C(=O)NC3(CCCC3)C2=O)c1	-8	-19	4	-3	-0.1	.	-10	1
COc1ccc(S(=O)(=O)N(C)C[C@@H]2OCCCC[C@H](C)Oc3ccc(NS(=O)(=O)c4ccccc4)cc3C(=O)N([C@@H](C)CO)C[C@@H]2C)cc1	0	11	-1	-4	0.0	.	1	-1
CCCCNC(=O)Cn1c(=O)n(C)c2ccccc21	-3	-2	1	1	0.1	0.2	0	0
CCOc1ccc(NC(=O)COC(=O)c2cc(=O)c3ccccc3o2)cc1	5	-1	-15	.	0.0	0.0	0	-2
O=C(CC1SC(N2CCCC2)=NC1=O)Nc1ccc(C(=O)Nc2ccccc2)cc1 (centres undefined)	6	-5	10	-17	0.1	0.3	2	1
O=C(O)c1cccc(N/N=C/c2cccnc2)c1	.	-8	-1	.	0.3	-3.2	-9	4
CCC(C)(C)NC(=O)CN(C(=O)CCC(=O)Nc1nccs1)c1ccc2c(c1)OCCO2	-20	-8	-4	3	0.0	.	-7	3
COc1ccccc1NC(=O)C1CCCN1C(=O)NC1CCCCC1 (centres undefined)	-2	1	2	11	0.0	-3.4	1	-2
CNS(=O)(=O)c1ccc(C(C)(C)C)cc1	2	-6	?	-10	0.0	.	2	-2
Cc1ccc2sc(N3CCN(C(=O)c4ccc([N+](=O)[O-])o4)CC3)nc2c1C	0	-8	-11	3	0.0	1.0	30	-1
CNC(=O)C[C@@H]1CC[C@@H]2[C@H](COC[C@@H](O)CN2C(=O)Nc2ccc3c(c2)OCO3)O1	1	-1	-2	-3	0.3	0.1	10	3
CCC(CC)C(=O)N(C)c1c(C)nc2c(OCCOc3ccc(F)cc3)cccn12	8	-19	-1	3	0.1	-0.1	1	1
CNC(=S)NCCc1ccc(OC)cc1	.	4	2	.	0.2	.	1	-3
CCCC#Cc1cnc2c(c1)C(=O)N([C@@H](C)CO)C[C@H](C)[C@@H](CN(C)C(=O)c1ccccc1)O2	-1	-5	6	-1	0.2	0.2	-8	0
COCCCn1c(=O)c2sccc2n2c(CCCC(=O)N(C)Cc3ccco3)nnc12	4	-7	1	-3	0.2	.	-2	0
Cc1ccc(CSc2cc(C)[nH]c(=O)n2)cc1	18	-30	4	-5	0.2	.	-5	1
COCCOC(=O)c1c(NC(=O)CSc2cccc[n+]2[O-])sc(C(N)=O)c1C	.	-5	-5	.	0.1	.	3	7
COc1ccc(N(CC(=O)Nc2cccc(C)c2)S(=O)(=O)c2c(C)noc2C)cc1	4	-8	6	-1	0.1	.	0	-3
C[C@@H]1C=CCCO[C@]12C(=O)N(Cc1ccc(Br)cc1)c1cccc(Br)c12	.	-11	-2	.	0.4	-0.4	2	3
O=C(NCc1ccc(Cl)cc1)c1ccc(NC(=O)C2CCCO2)cc1 (centres undefined)	1	-5	0	1	0.3	-0.1	-2	0
O=C(/C=C/c1cccs1)N1CCC2(CC1)Oc1ccc(F)cc1C(=O)C21CC(c2ccc(Cl)cc2)=NO1 (centres undefined)	0	-1	-1	-9	0.1	0.6	2	-1
O=C(NCc1ccccc1)NC(O)C(Cl)(Cl)Cl (centres undefined)	-3	-23	4	.	0.0	8.9	2	-1

10 consecutive records already listed, quoted:
SMILES	esBAF inh	RAD52 anneal inh	ERp5 block	RAD54 inh	Xi reactivation	E-selectin induc	S100A4 inh HTS	ERAP1 inh
CNC(=S)NCCc1ccc(OC)cc1	.	4	2	.	0.2	.	1	-3
CCCC#Cc1cnc2c(c1)C(=O)N([C@@H](C)CO)C[C@H](C)[C@@H](CN(C)C(=O)c1ccccc1)O2	-1	-5	6	-1	0.2	0.2	-8	0
COCCCn1c(=O)c2sccc2n2c(CCCC(=O)N(C)Cc3ccco3)nnc12	4	-7	1	-3	0.2	.	-2	0
Cc1ccc(CSc2cc(C)[nH]c(=O)n2)cc1	18	-30	4	-5	0.2	.	-5	1
COCCOC(=O)c1c(NC(=O)CSc2cccc[n+]2[O-])sc(C(N)=O)c1C	.	-5	-5	.	0.1	.	3	7
COc1ccc(N(CC(=O)Nc2cccc(C)c2)S(=O)(=O)c2c(C)noc2C)cc1	4	-8	6	-1	0.1	.	0	-3
C[C@@H]1C=CCCO[C@]12C(=O)N(Cc1ccc(Br)cc1)c1cccc(Br)c12	.	-11	-2	.	0.4	-0.4	2	3
O=C(NCc1ccc(Cl)cc1)c1ccc(NC(=O)C2CCCO2)cc1 (centres undefined)	1	-5	0	1	0.3	-0.1	-2	0
O=C(/C=C/c1cccs1)N1CCC2(CC1)Oc1ccc(F)cc1C(=O)C21CC(c2ccc(Cl)cc2)=NO1 (centres undefined)	0	-1	-1	-9	0.1	0.6	2	-1
O=C(NCc1ccccc1)NC(O)C(Cl)(Cl)Cl (centres undefined)	-3	-23	4	.	0.0	8.9	2	-1

More compounds
SMILES	esBAF inh	RAD52 anneal inh	ERp5 block	RAD54 inh	Xi reactivation	E-selectin induc	S100A4 inh HTS	ERAP1 inh
COC(=O)C1CCN(Cc2ccc(OCCCN3CCN(c4ccc([N+](=O)[O-])cc4)CC3)cc2)CC1	.	2	3	.	0.0	-1.0	-5	5
COc1ccc(CC(N)c2csc(NC(=O)c3cccc(OC(F)(F)F)c3)n2)cc1 (centres undefined)	-4	-125	2	-2	0.0	-0.2	-5	-1
Cc1ccc(C2=C(c3ccc([N+](=O)[O-])cc3)C(=O)OC2)cc1C	.	-198	-3	.	0.2	?	-3	-1
COc1ccc(S(=O)(=O)c2c(O)c3ccc(C(=O)Nc4ccc(F)cc4F)cc3[nH]c2=O)cc1	-5	-3	0	-23	0.2	.	-3	-1
CCOC(=O)N1CCN(Cc2nc(Cc3cccc(C(F)(F)F)c3)no2)CC1	.	-8	3	.	0.0	0.5	1	1
C[C@H](CO)N1C[C@H](C)[C@@H](CN(C)S(=O)(=O)c2ccccc2)Oc2c(NC(=O)C3CC3)cccc2C1=O	2&3	8	-5	0&14	0.2&0.2	-0.4&-0.1	0	-2
COc1ccc(NC(=O)Nc2ccc3nc([C@@H]4O[C@H](CO)[C@@H](O)[C@H](O)[C@H]4O)[nH]c3c2)cc1OC1CCCC1	-4	-8	0	-3	-0.1	.	-10	.
CC(C)C(C)NC(=O)COc1ccc(OCc2ccccc2)cc1 (centres undefined)	9	2	-10	-8	0.1	-1.8	-9	3
CCOC(=O)/C=c1/s/c(=C/c2ccc3cc(OC)ccc3c2)c(=O)n1CC(=O)NCc1ccc2c(c1)OCO2	.	-317	-3	.	0.0	-0.1	-8	13
CCSc1nnc(Cn2c(=O)sc3ccccc32)n1C	1	-6	-2	-6	0.3	-0.2	9	0
CC(C)Sc1nc2ccc(N3C(=O)C4CCCCC4C3=O)cc2s1 (centres undefined)	.	-10	-2	.	-0.1	1.5	1	-1
COc1ccc2c3c([nH]c2c1)[C@H](CO)N(C(=O)c1cccnc1)CC31CCN(C(=O)c2cccnc2)CC1	.	4	-7	.	0.3	0.6	1	1
C[C@H](CO)N1C[C@H](C)[C@H](CN(C)C(=O)Nc2ccc(C(F)(F)F)cc2)Oc2ccc(N(C)C)cc2C1=O	-9	-8	0	4	-1.1	0.0	-2	0
O=C(COc1ccc(Cl)cc1)NCc1cn2cc(Cl)ccc2n1	-2	-9	0	4	0.0	0.3	-4	3
O=C(CSc1ccc(-c2ccncc2)nn1)N1CCCC1	0	2	-2	3	0.0	-0.2	-30	1
CC(=O)c1ccc(NC(=S)NC(C)c2ccc(Cl)cc2Cl)cc1 (centres undefined)	0	-69	0	2	0.0	.	-4	4
COc1ccc2c3c([nH]c2c1)[C@@H](CO)N(S(C)(=O)=O)CC31CCN(CC2CC2)CC1	.	21	8	.	0.0	0.3	-20	1
Cc1ccccc1-c1ccc2c(c1)O[C@H](CN(C)Cc1ccc(C(=O)O)cc1)[C@H](C)CN([C@H](C)CO)S2(=O)=O	4	-13	1	9	0.2	-0.3	0	9
CCS(=O)(=O)c1nc2ccccc2n1Cc1ccccn1	.	-7	-5	.	0.0	.	-5	1
CCS(=O)(=O)N[C@@H]1CC[C@@H](CC(=O)NC2Cc3ccccc3C2)O[C@@H]1CO	6	-13	-3	-9	-0.2	-0.3	-1	-1
